Bioassay records deposited in PubChem BioAssay by several laboratories.
TMEM16A act: mouse TMEM16A channel activation, primary screen; HEK293 TMEM16A/YFP-H148Q/I152L, iodide quench fluorescence; active compounds read low; B-score at 10 µM; 340,000 tested, 0.3% active; AID 623877;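 active = fluorescence-ratio B-score plate-corrected deviation score at least 3 library SD below zero, with starting fluorescence score within 5 deviations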;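 also: channel opened by trigger with iodide after compound preincubation; score built on the fluorescence ratio of max minus min over baseline; more negative score means more quench and so TMEM16A activation or potentiation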
TRPC4 block: TRPC4 (mouse) channel inhibition | Q9QUQ5 | HEK293 TRPC4beta/mu-opioid, DAMGO-evoked Fluo4 calcium flux; active compounds read low | B-score at 10 µM | 300,000 tested, 0.39% active;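 active = B-score over 3 SD under the library average, no early fluorescence shift, positive overall ratio signal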
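Assay system – HEK293 line stably carrying TRPC4beta and mu-opioid receptor · Doses – single dose · Detection – Fluo4 calcium-dye fluorescence, kinetic read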
SKKanGAS inh: inhibitors of SKKanGAS S. pyogenes growth in kanamycin (SK-promoter or general growth effect) | 300,000 tested, 1.3% active | inhibition, % at 7.5 µM | BacTiter-Glo, 6 h | AID 1662;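 active = mean replicate score, as percent of positive control median, at least 50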;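 also: strain carries kanamycin resistance gene driven by streptokinase promoter and grows in 40 µg/ml kanamycin; loss of luminescence reflects streptokinase promoter inhibition or plain growth inhibition; 0% = median of DMSO wells and 100% = positive control at its reference dose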
TRPC4 act: activators of mouse TRPC4 channel; Q9QUQ5; HEK293 TRPC4beta/mu-opioid, Fluo4 calcium fluorescence; active compounds read high; B-score at 10 µM; 310,000 tested, 0.49% active;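 active = B-score above 5 SD of library B-scores, and initial fluorescence ratio not above library mean plus 5 SD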;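 also: positive B-score marks a calcium rise read as TRPC4 activation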
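Assay system: HEK293 stable line with TRPC4beta plus mu-opioid receptor; schedule: 45 min room-temperature Fluo4 loading, 110 s read; technique: kinetic Fluo4 calcium fluorescence; evaluation: integrated baseline-normalised fluorescence ratio, converted to per-well B score; controls: buffer (low) and maximal DAMGO (high)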
MrgX1 agonist: agonists of human MrgX1 receptor; Q96LB2; MrgX1-HEK293 cells, Fluo-4 calcium fluorescence, agonist mode; active compounds read high; B-score at 10 µM; 310,000 tested, 0.44% active; AID 588627;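 active = calcium response B-score plate-corrected fluorescence ratio at least 3 library SD, with starting fluorescence B-score inside 5 SD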
Target sequence (Q96LB2 whole entry, looked up): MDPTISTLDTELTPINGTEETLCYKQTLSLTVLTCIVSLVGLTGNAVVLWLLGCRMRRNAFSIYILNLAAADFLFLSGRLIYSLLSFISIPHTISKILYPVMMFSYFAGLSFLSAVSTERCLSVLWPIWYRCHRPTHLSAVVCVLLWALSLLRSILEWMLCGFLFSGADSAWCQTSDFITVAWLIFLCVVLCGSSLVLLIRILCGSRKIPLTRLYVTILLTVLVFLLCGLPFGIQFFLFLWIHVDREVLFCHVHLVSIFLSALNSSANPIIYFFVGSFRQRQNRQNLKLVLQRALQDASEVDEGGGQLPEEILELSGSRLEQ
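Test system: HEK293 cells stably expressing human MrgX1 receptor; amount: 15,000 cells per well; doses: compound delivered in addition one of three; times: overnight plating before 1 h dye loading; detection: Fluo-4 NW calcium-flux fluorescence, kinetic read; read-out basis: B-scored fluorescence response ratio; controls: positive and negative controls per plate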
TMEM16A inh: blocks the mouse calcium-activated chloride channel TMEM16A; Q8BHY3; HEK293 TMEM16A/YFP iodide influx fluorescence, ionomycin; normalized B-score (activity score, 25-100; higher = stronger inhibition) at 10 µM; 310,000 tested, 1.2% active; AID 588511;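 active = ratio plate-corrected score three or more library SD toward inhibition, starting fluorescence score within five deviations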;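 also: score derived from kinetic fluorescence span divided by baseline fluorescence per well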
TRPC4 potent: allosteric potentiators of mouse TRPC4 channel; Q9QUQ5; HEK293 TRPC4beta/mu-opioid, DAMGO EC20, Fluo-4 Ca2+ flux; active compounds read high; AID 2227; B-score at 10 µM; 310,000 tested, 0.42% active;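 active = B-score of calcium response area above 5 SD of library B-scores, with initial fluorescence ratio within 5 SD of library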;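 also: B-score of integrated fluorescence ratio over time as area under calcium response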
MrgX1 PAM: human MrgX1 positive allosteric modulation, primary screen | Q96LB2 | MrgX1-HEK293, Fluo-4 calcium flux, FDSS; active compounds read high | B-score at 10 µM | 310,000 tested, 0.63% active | AID 588675;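 active = plate-corrected calcium response at least 3 library SD above typical, normal starting fluorescence, not activating the receptor alone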;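 also: compound read alongside a low EC10 to EC30 dose of BAM8-22 agonist; peak minus trough fluorescence over baseline measured at the second addition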
TRPC6 inhibitor: inhibitors of mouse TRPC6 channel. Q61143. HEK293-TRPC6, membrane potential dye, ACh-evoked depolarization; active compounds read low. B-score at 10 µM. 310,000 tested, 1.1% active. AID 2553;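 active = B-score under library mean minus 3 SD, initial fluorescence not abnormally high, positive integrated signal ratio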;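 also: B-score derived from integrated fluorescence ratio over the kinetic read; more negative B-score means stronger inhibition of depolarization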
TRPC6 act: activates the mouse TRPC6 cation channel; HEK293-TRPC6 membrane potential dye fluorescence; active compounds read high; Q61143; 310,000 tested, 0.13% active; B-score at 10 µM; AID 2550;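 active = B-score of the integrated fluorescence ratio above library mean plus 3 SD, and starting fluorescence ratio within library mean plus 5 SD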;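 also: higher score means more depolarization so channel activation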
MrgX1 antagonist: blocks BAM8-22 activation of human MrgX1 receptor; 310,000 tested, 1.3% active; MRGX1-HEK293 calcium flux, Fluo-4, BAM8-22 antagonism; active compounds read low; B-score at 10 µM;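 active = calcium-response B-score plate-corrected more than 3 library SD below zero, starting fluorescence within 5 deviations, no agonist response on first addition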;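 also: peak minus trough fluorescence over baseline after final BAM8-22 challenge near maximal dose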
* hit, by the source's call; i = inactive; nt = no result given.

compound | TMEM16A act | TRPC4 block | SKKanGAS inh | TRPC4 act | MrgX1 agonist | TMEM16A inh | TRPC4 potent | MrgX1 PAM | TRPC6 inhibitor | TRPC6 act | MrgX1 antagonist
Cc1ccc(NC(=O)COC(=O)Cc2cccs2)c(Br)c1 | i | i | -0.6 | i | i | i | i | i | i | i | i
Cc1ccc(NC(=O)c2c(C)nc(Nc3nc4ccccc4o3)nc2C)cc1 | i | i | 9.9 | i | i | i | i | i | i | i | i
COc1ccc(C2CC3(CC(C)(C)NC(SC)=N3)Oc3cc(O)cc(C)c32)cc1 (stereo not given) | i | i | -12.4 | i | i | i | i | i | i | i | i
CC(Oc1ccc(Cl)cc1Cl)C(=O)Nc1ccc(O)cc1 (stereo not given) | i | i | 10.7 | i | i | i | i | i | i | i | i
Cn1nccc1C(=O)Nc1cc(Cl)ccc1Cl | i | i | -1.5 | i | i | i | i | i | i | i | i
CCOC(=O)c1sc2nc(SCC(=O)NCc3ccco3)n(Cc3ccccc3)c(=O)c2c1C | i | i | 24.4 | i | i | i | i | i | i | i | i
COC(=O)C1=C(C)N(Cc2ccco2)C(=O)/C1=C\c1ccc(N(C)C)cc1 | i | i | -0.5 | i | i | i | i | i | i | i | i
COc1ccc(CCNC(=O)CCS(=O)(=O)c2ccc3c(c2)NC(=O)CO3)cc1OC | i | i | -1.3 | i | i | i | i | i | i | i | i
O=C(c1cccc(Cl)c1)C1CCCN(C(=O)c2ccoc2)C1 (stereo not given) | i | i | -5.9 | i | i | i | i | i | i | i | i
CC1OC(C)(C)OC1C1CNc2nc(NC(=O)C(C)(C)C)[nH]c(=O)c2N1C(=O)c1cccnc1 (stereo not given) | i | i | 2.8 | i | i | i | i | i | i | i | i
CCCCOc1nc2ccccc2nc1C(C#N)C(=O)NC1CCCCC1 (stereo not given) | i | i | 9.1 | i | i | i | i | i | i | i | i
O=C(Nc1ccccc1F)C(=Cc1sc(N2CCOCC2)nc1-c1ccccc1)C(=O)Nc1ccccc1F | i | i | 3.8 | i | i | i | i | i | i | i | i
Cc1cccc(NC(=O)CN2C(=O)NC(C)(c3ccc4c(c3)OCO4)C2=O)c1 (stereo not given) | i | i | 3.7 | i | i | i | i | i | i | i | i
CC(C(=O)Nc1ccc(C(=O)O)cc1)N1C(=O)c2ccccc2C1=O (stereo not given) | i | i | 2.5 | i | i | i | i | i | i | i | i
CCOC(=O)C1CCN(CCC(=O)Nc2cccc(Cl)c2)CC1 | i | i | -6.5 | i | i | i | i | i | i | i | i
Cc1oc(-c2ccccc2)cc1C(=O)Nc1ccc(N(C)C)cc1 | i | i | 3.7 | i | i | i | i | i | i | i | i
OCc1nc2ccccc2n1CCCCOc1ccccc1 | i | i | -9.4 | i | i | i | i | i | i | i | i
O=C(CNC(=O)c1ccc(Cl)cc1)OCC(=O)c1ccc2c(c1)OCCO2 | i | i | 10.8 | i | i | i | i | i | i | i | i
CCCCn1c(N)c(N(CCC(C)C)C(=O)C2CC(=O)N(c3ccc(OC)cc3OC)C2)c(=O)[nH]c1=O (stereo not given) | i | i | 28.2 | i | i | i | i | i | i | i | i
CS(=O)(=O)N(CC(=O)N1CCC(C(N)=O)CC1)C1CCCCC1 | i | i | 0.6 | i | i | i | i | i | i | i | i
COc1ccc(/C=C(\C)c2nc(C)c(-c3ccccc3)c(=O)[nH]2)cc1 | i | i | -0.2 | i | i | i | i | i | i | i | i
CC(=O)c1cccc(N=C2C(=O)Nc3ccccc32)c1 | i | i | -2.4 | i | i | i | i | i | i | i | i
FC(F)Oc1ccc(NC(=S)N2CCc3ccccc32)cc1 | i | i | 12.3 | i | i | i | i | i | i | i | i
CCN(CC(=O)Nc1ccc(Cl)c(S(=O)(=O)N(C)C)c1)CC(=O)NC(C)C | i | i | -15.4 | i | i | i | i | i | i | i | i
O=C(COc1ncnc2cc([N+](=O)[O-])ccc12)NC(=O)NC1CCCCC1 | i | i | 0.9 | i | i | i | i | i | i | i | i
CC1C(=NO)C(C)C(c2ccccc2)NC1c1ccccc1 (stereo not given) | i | i | -0.7 | i | i | i | i | i | i | i | i
COc1cc(/C=N/O)cc(Br)c1OCC(=O)NCc1ccccc1 | i | i | -5.7 | i | i | i | i | i | i | i | i
O=C1N=c2ccccc2=C1c1sc(NS(=O)(=O)c2ccccc2)nc1O | i | i | 4.6 | i | i | i | i | 20.9* | i | i | i
CN1CCN(NC(=O)Nc2cccc(Cl)c2Cl)CC1 | i | i | -4.8 | i | i | i | i | i | i | i | i
COc1ccc(OC)c(CNC(=O)C2CCN(C(=O)N(C)C)CC2)c1 | i | i | -0.6 | i | i | i | i | i | i | i | i
c1ccc2c(c1)[nH]c1ccncc12 | i | i | 1.8 | i | i | i | i | i | i | i | i
CN(C)S(=O)(=O)Oc1ccccc1C(=O)Nc1ccccc1Cl | i | i | -1.5 | i | i | i | i | i | i | i | i
Cc1onc(-c2ccccc2)c1C(=O)NNC(=S)NC(=O)c1ccc2c(c1)OCO2 | i | i | 98.2* | 79* | 76.5* | i | i | i | i | i | i
COc1ccc(C)cc1S(=O)(=O)N1CCCCC1 | i | i | 3.1 | i | i | i | i | i | i | i | i
CCN1C(=O)/C(=C\N2CCCCCC2)SC1=S | i | i | 13.1 | i | i | i | i | i | -7.23* | i | i
CCOc1ccccc1NS(=O)(=O)c1ccc(-c2cnc(C3CC3)o2)cc1 | i | i | -12.7 | i | i | i | i | i | i | i | i
O=C1NNC(=O)C1c1ccccc1 | i | i | -0.4 | i | i | i | i | i | i | i | i
Cc1ccc(S(=O)(=O)c2c[nH]c3cc4c(cc3c2=O)OCO4)cc1 | nt | i | -1.3 | i | i | i | i | i | i | i | i
CCCCOc1ccccc1C(=O)NCCCC(=O)O | i | i | -2.8 | i | i | i | i | i | i | i | i
CCc1noc(C)c1C(=O)N1CCC(CCC(=O)Nc2cccc(C)c2)CC1 | i | i | -10.7 | i | i | i | i | i | i | i | i
Cc1ccc(-c2cc(C(F)F)n3ncc(C(=O)N4CCCc5ccccc54)c3n2)cc1 | i | i | 3.6 | i | i | i | i | i | i | i | i
Cc1ccsc1C(=O)OCc1csc(-c2ccccc2)n1 | i | i | -4.1 | i | i | 100* | i | i | i | i | i
O=C(CCC1CCCN(C(=O)c2cccs2)C1)N1CCN(c2ccccn2)CC1 (stereo not given) | i | i | -3.5 | i | i | i | i | i | i | i | i
Cc1cc(N2CCOCC2)nc2ccc(NC(=O)CCC(=O)N3CCN(c4ccccc4)CC3)cc12 | i | i | 2.7 | i | i | i | i | i | i | i | i
COc1ccc(S(=O)(=O)N2c3cc(Cl)ccc3Oc3nc4ccccc4nc32)cc1 | i | i | 8.3 | i | i | i | i | i | i | i | i
c1coc(-c2nc3nc4ccccc4n3nc2-c2ccco2)c1 | i | i | 0.8 | i | i | i | i | i | i | i | i
CCc1noc(C)c1C(=O)Oc1ccc(N(C)S(=O)(=O)c2ccc(C)c(C)c2)cc1 | i | i | 3.8 | i | i | i | i | i | i | i | i
COc1nc(N)nc(N)c1NS(=O)(=O)c1ccc(C)cc1 | i | i | 0.8 | i | i | i | i | i | i | i | i
CC1CC(C)CN(c2ccc(C(=O)NCc3ccc4c(c3)OCO4)cc2[N+](=O)[O-])C1 (stereo not given) | i | i | 8.3 | i | i | i | i | i | i | i | i
CN1/C(=C\C(=O)c2oc3ccccc3c2N)C(C)(C)c2ccccc21 | i | i | 28.2 | i | i | i | i | i | i | i | i
COc1ccc(OC)c(-c2csc(NC(=O)CSCc3c(C)noc3C)n2)c1 | i | i | 10.5 | i | i | i | i | i | i | i | i
COc1ccc(CNC(=O)Cn2nc(C(F)(F)F)c3c2CCC3)cc1 | i | i | 3.1 | i | i | i | i | i | i | i | i
O=C(NCc1ccncc1)c1ccc2nc(Cc3ccccc3F)oc2c1 | i | i | -3.8 | i | i | i | i | i | i | i | i
CC1=CCC2C(=O)N(c3ccc(OC(=O)c4ccco4)cc3)C(=O)C2C1 (stereo not given) | i | i | -4.1 | i | i | i | i | i | i | i | i
COc1cc(C(=O)NCC(c2cccnc2)N2CCN(c3ccc(F)cc3)CC2)cc(OC)c1OC (stereo not given) | i | i | nt | i | i | i | i | i | i | i | i
COc1ccc(C2c3c(noc3C)CC(C)(O)C2C(C)=O)cc1 (stereo not given) | i | i | -2.5 | i | i | i | i | i | i | i | i
CCN=C1SC(CC(=O)Nc2sc(C)c(C)c2C(=O)OC)C(=O)N1CC (stereo not given) | i | i | 6.3 | i | i | i | i | i | i | i | i
O=C(NC1CCCCC1)c1cc(-c2ccccn2)nc2ccccc12 | i | i | -9.6 | i | i | i | i | i | i | i | i
Cc1ccc(S(=O)(=O)N(C)/N=C/C=C/c2ccccc2)cc1 | i | i | -7.7 | i | i | i | i | i | i | i | i
COc1ccc(N2C(=O)C3C4C=CC(c5ccccc5)(C3C2=O)C2C(=O)N(c3ccc(OC)cc3)C(=O)C42)cc1 (stereo not given) | i | i | 5.0 | i | i | i | i | i | i | i | i

The listing continues:
compound | TMEM16A act | TRPC4 block | SKKanGAS inh | TRPC4 act | MrgX1 agonist | TMEM16A inh | TRPC4 potent | MrgX1 PAM | TRPC6 inhibitor | TRPC6 act | MrgX1 antagonist
COc1cc(/C=C2/SC(=O)NC2=O)ccc1OCc1ccccc1 | i | i | 27.9 | i | i | i | i | i | i | i | i
CCC(C)Nc1nc(CN2CCOCC2)nc2sc3c(c12)CCC3 (stereo not given) | i | nt | 22.8 | i | i | i | i | i | i | i | i
CCOc1ccc(-c2nnc(N(CC)C(=O)C3CCC3)s2)cc1 | i | i | 7.6 | i | i | i | i | i | i | i | i
COc1ccc(-c2c(C(F)(F)F)nn(C)c2NC(C)=O)cc1 | i | i | -10.5 | i | i | i | i | i | i | i | i
O=[N+]([O-])c1cc(C(F)(F)F)ccc1NCCOc1ccccc1 | i | i | 2.0 | i | i | i | i | 9.06* | i | i | i
CC(=O)c1cccc(NCC(=O)Nc2cccc(S(=O)(=O)N3CCCCC3)c2)c1 | i | i | 5.6 | i | i | i | i | i | i | i | i
